# NOD2 RIPK2 PPI – NOD2-RIPK2 binding disruptors in cells, primary screen, fluorescence, CHO cells, BLA complementation; Receptor-interacting serine/threonine-protein kinase 2 (Homo sapiens), O43353; CCF4 ratio; inhibition, % at 4.98 µM; actives 0.38% (n = 360,000); AID 624267, 2012; in the data active = inhibition above about 21%;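 note: 0% = vehicle only and 100% = reference blocker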
# ABHD5 PLIN5 PPI – ABHD5-PLIN5 interaction inhibitors, primary screen, cell lysate, split luciferase complementation, luminescence. Split G. princeps luciferase complementation, 4 h. inhibition, % at 4 µM. Perilipin-5 (Homo sapiens) + 1-acylglycerol-3-phosphate O-acyltransferase ABHD5 (Homo …. actives 0.78% (n = 360,000);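 active = inhibition above the mean inhibition across every tested compound plus 3 SD, cut at about 22% in these data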;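 note: 0% = DMSO only wells and the 100% control is not disclosed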
# MC4R ag barr – MC4R agonists recruiting beta-arrestin, primary screen, cell-based, luminescence, agonist arm of biased-ligand search; Melanocortin receptor 4 (Homo sapiens), P32245; U2OS MC4R beta-arrestin complementation; percent of melanotan II response, DMSO zero; activation, % at 8.9 µM; actives 0.98% (n = 360,000); AID 540308, 2011;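 active = activation above a per-plate cutoff, the mean activation of sample wells on that plate plus 3 SD, cut at about 8% in these data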
# SRC2 inh – inhibition of GAL4-SRC2 driven luciferase reporter, primary screen, SRC2 inhibitor project, cell-based, luminescence. Nuclear receptor coactivator 2 (Homo sapiens), Q15596. HEK293 GAL4-SRC2 luciferase reporter. inhibition, % at 9 µM. actives 0.17% (n = 370,000). AID 651957, 2012;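 active = inhibition above the mean inhibition of all tested compounds plus 3 SD, set per campaign, cut at about 52% in these data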;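 note: 0% = DMSO treated cells and 100% = cells given Gossypol at 36 µM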
# TLR9-MyD88 block – inhibitors of TLR9-MyD88 association in cells, primary screen, cell-based, CHO, BLA complementation, fluorescence; CCF4 FRET ratio; inhibition, % at 4.98 µM; actives 0.21% (n = 340,000); Toll-like receptor 9 (Homo sapiens) + Myeloid differentiation primary response protein …; AID 504734, 2011;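 active = inhibition above the mean over all tested compounds plus 3 SD, cut at about 21% in these data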;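 note: 0% = DMSO only wells and 100% = clavulanate BLA inhibitor control wells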
# LMP1 NFkB inh – EBV LMP1-driven NF-kappaB luciferase reporter inhibitors, primary screen, cell-based, luminescence, single point. LMP1-induced NF-kappaB luciferase reporter cells. inhibition, % at 12.5 µM. AID 504558, 2011. actives 0.69% (n = 350,000); in the data active = inhibition above about 41%;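 note: 0% = neutral control wells and 100% = reference inhibitor control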
# NR2F2 inh – NR2F2 transcriptional activity inhibitors, primary screen, cell-based, luciferase reporter, HEK293T, luminescence; inhibition, % at 8.6 µM; actives 0.7% (n = 370,000); AID 686940, 2013; HEK293T NGFI-A luciferase reporter; COUP transcription factor 2 (Homo sapiens), P24468;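 active = inhibition above a per-plate cutoff, mean inhibition of test wells between control levels plus 3 SD, cut at about 38% in these data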;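 note: cells cotransfected with COUP-TFII expression vector driving the NGFI-A reporter; 0% = median of COUP-TF2 test wells and 100% = reporter-only cells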
# Target sequence (P24468 whole entry, looked up): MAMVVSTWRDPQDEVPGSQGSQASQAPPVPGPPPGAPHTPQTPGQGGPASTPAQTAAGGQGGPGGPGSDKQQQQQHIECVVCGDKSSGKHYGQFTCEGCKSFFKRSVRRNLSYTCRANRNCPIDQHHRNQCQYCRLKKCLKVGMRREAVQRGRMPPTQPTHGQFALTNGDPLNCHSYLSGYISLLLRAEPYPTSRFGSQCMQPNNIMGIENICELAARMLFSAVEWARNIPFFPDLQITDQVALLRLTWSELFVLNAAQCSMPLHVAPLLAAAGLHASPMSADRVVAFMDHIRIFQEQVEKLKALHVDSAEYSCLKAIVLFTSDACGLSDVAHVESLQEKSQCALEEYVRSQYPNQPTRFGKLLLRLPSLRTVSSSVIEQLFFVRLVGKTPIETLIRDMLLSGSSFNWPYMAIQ
# SRC3 inh – SRC3 coactivator transcriptional activity inhibitors, primary screen, cell-based, luminescence. Nuclear receptor coactivator 3 (Homo sapiens), Q9Y6Q9. HEK293 GAL4-SRC3 luciferase reporter. inhibition, % at 3.6 µM. actives 0.17% (n = 360,000);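 active = inhibition above a per-campaign cutoff, the mean of all compounds plus 3 SD, cut at about 60% in these data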;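 note: 0% = DMSO-treated cells and 100% = gossypol-treated cells at 36 µM; higher means less SRC3-driven luciferase light from the GAL4 reporter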
# MC4R antag cAMP – MC4R antagonists of cAMP signaling, primary screen, cell-based, TR-FRET, antagonist arm of biased-ligand search. actives 0.48% (n = 360,000). MC4R-expressing cells, MTII-stimulated cAMP, LANCE TR-FRET. inhibition, % at 6.5 µM. Melanocortin receptor 4 (Homo sapiens), P32245. AID 540295, 2011;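 active = inhibition above its plate's cutoff, the mean of tested wells on that plate plus 3 SD, cut at about 29% in these data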;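 note: 0% = Melanotan II alone and 100% = Melanotan II plus saturating MCL0020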
#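 System: U2OS cells stably expressing human melanocortin 4 receptor (MC4R). Reagent: Melanotan II challenge after compound preincubation. Doses: 6.5 µM. Times: 30-min compound, 1-h challenge, 1-h detection, room temperature. Measured by: TR-FRET with Eu-cAMP and labeled anti-cAMP, 671 nm. Replicates: singlicate.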
# NR5A2 inv ag – LRH-1 (NR5A2) inverse agonists, primary screen, cell-based, luminescence, HEK293T, StAR-luciferase reporter; Nuclear receptor subfamily 5 group A member 2 (Homo sapiens), O00482; LRH-1 transfected, 24 h; inhibition, % at 3.6 µM; actives 0.13% (n = 360,000); AID 602396, 2012;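 active = inhibition above the mean inhibition of all tested compounds plus 3 SD, cut at about 73% in these data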;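 note: 0% = DMSO wells and 100% = reporter-only cells lacking LRH-1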
# Target sequence (O00482 whole entry, looked up): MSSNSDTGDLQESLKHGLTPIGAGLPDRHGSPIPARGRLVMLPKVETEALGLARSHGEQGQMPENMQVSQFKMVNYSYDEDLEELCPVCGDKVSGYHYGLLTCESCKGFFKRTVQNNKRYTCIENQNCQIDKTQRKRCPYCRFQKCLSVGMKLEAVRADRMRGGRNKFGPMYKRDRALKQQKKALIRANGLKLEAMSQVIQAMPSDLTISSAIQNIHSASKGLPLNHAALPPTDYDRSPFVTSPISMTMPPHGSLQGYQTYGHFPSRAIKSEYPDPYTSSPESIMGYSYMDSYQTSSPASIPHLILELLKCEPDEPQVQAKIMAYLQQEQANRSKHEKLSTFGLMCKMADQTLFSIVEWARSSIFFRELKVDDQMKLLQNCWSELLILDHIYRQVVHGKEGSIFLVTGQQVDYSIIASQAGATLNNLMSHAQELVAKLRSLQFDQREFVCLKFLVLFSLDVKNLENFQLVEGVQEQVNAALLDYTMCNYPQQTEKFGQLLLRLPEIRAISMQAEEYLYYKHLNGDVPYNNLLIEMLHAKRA
# SRC1 inh – SRC1 coactivator transcriptional activity inhibitors, primary screen, cell-based, luminescence. actives 0.12% (n = 360,000). inhibition, % at 3.6 µM. HEK293 GAL4-SRC1 luciferase reporter;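 active = inhibition above the campaign mean plus 3 SD, with each screening campaign given its own cutoff, cut at about 60% in these data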;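 note: 0% = DMSO treated cells and 100% = gossypol at 36 µM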
# * = called active by the depositor; . = no result given.
SMILES,NOD2 RIPK2 PPI,ABHD5 PLIN5 PPI,MC4R ag barr,SRC2 inh,TLR9-MyD88 block,LMP1 NFkB inh,NR2F2 inh,SRC3 inh,MC4R antag cAMP,NR5A2 inv ag,SRC1 inh
CN(C)NC(=O)c1ccc([N+](=O)[O-])s1,4,0,4.0,-26,3,-4,25,19,2,7,8
O=C(NCc1cccc(F)c1)c1cccc(OC2CCN(C(=O)C3CC3)CC2)c1,4,-2,-2.5,9,-1,11,31,9,4,12,1
CCCn1cc(S(=O)(=O)c2ccccc2)c(=O)c2cc(CC)ccc21,-8,-1,-2.6,-12,4,3,-7,18,2,10,14
C[C@H](O)[C@@H]1C(=O)N2CCc3ccc(-c4ccccc4)cc3[C@@H]2C[C@@H]1N(C)C(=O)NC1CCCCC1,-5,-6,-0.2,12,-11,3,9,-16,5,-12,-15
CC(=O)Oc1ccc(-c2cccc(C(=O)N3CCCCC3)c2)cc1,9,-6,-1.9,-25,4,-5,-40,-20,-4,-22,-11
COC(=O)c1c(NC(C)=O)sc(C(=O)Nc2ccccc2C)c1C,-7,6,1.5,20,-1,1,-8,14,19,-11,-3
COC(=O)CC1=C(C(=O)OC)C(c2cccc(OCC(N)=O)c2)C(C#N)=C(N)O1 (stereo not given),-1,1,-2.0,-2,-2,-15,-14,-21,0,-5,-22
O=S(=O)(CCN1CCOCC1)c1ccccc1,3,1,1.1,-9,-7,-4,5,-6,3,1,4
Cc1cc(NC(=O)c2c(Cl)cccc2Cl)no1,-5,-1,-2.0,-3,3,5,-11,16,-1,-4,3
CCCCn1cc([N+](=O)[O-])nc1C,-14,2,1.0,-17,11,5,13,13,1,-10,12
CCNC(=O)N(C)C[C@H]1N[C@@](C)(C(=O)OC)[C@H]2C(=O)N(C)C(=O)[C@@H]12,-6,7,-0.8,18,-19,-12,-3,-6,9,-10,-5
C/C(=C\c1ccccc1)C(=O)NCCCn1ccnc1,15,-3,-0.1,13,-9,-16,5,5,1,5,1
CCCOc1c(Cl)cc(C(=O)Nc2ccc3c(c2)OCO3)cc1OCC,-13,-5,4.1,-26,-4,2,4,12,1,-2,-6
CCOc1ccc(NS(=O)(=O)c2ccc(C(=O)NC3CCC(O)CC3)cc2)cc1 (stereo not given),-13,8,-0.1,-22,2,5,-5,-4,0,-7,10
O=C(CNC(=O)c1ccccc1C(F)(F)F)N/N=C/c1cccs1,6,5,-2.8,4,7,5,12,13,-1,-4,-11
CCN(CC)S(=O)(=O)c1ccc(C)c(NC(=O)Cc2ccc(S(=O)(=O)N3CCOCC3)s2)c1,-6,23*,0.2,-3,-11,6,4,4,17,-8,0
Cc1nc(CC(=O)NNS(=O)(=O)c2ccc(F)c(Cl)c2)cs1,3,-5,-0.6,-8,-1,5,6,22,8,19,-2
NS(=O)(=O)c1ccc(NC(=O)Nc2cccc(Cl)c2)cc1,2,7,0.7,2,-7,0,-15,-4,-8,-3,1
O=C1CCCN1c1ccc(S(=O)(=O)Oc2ccc(Cl)cc2)cc1[N+](=O)[O-],-7,-11,-1.5,7,-3,7,2,16,-3,40,-2
CCOc1nc(-c2ccccc2)ccc1-c1noc(COC)n1,-1,0,1.2,13,11,0,6,2,-1,-12,-8
CCOC(=O)C1(Cc2ccc(Cl)cc2)CCN(C(=O)CCc2cnccn2)CC1,-6,-1,0.2,7,6,-6,12,11,4,-14,-1
O=C(CSCc1ccc(Cl)cc1)N/N=C/c1ccco1,2,-1,-3.1,18,6,-5,-3,11,11,5,-18
CCn1c2ccccc2c2cc(C3C(C#N)=C(C)NC(C)=C3C#N)ccc21,3,-3,-2.1,6,0,4,2,12,13,-31,-2
CC1(C)CC(=O)C2=C(C1)Nc1cc3c(cc1C2c1ccc2c(c1)OCO2)OCO3 (stereo not given),8,2,-1.1,7,4,-14,-4,-25,8,-28,-25
Cc1ccc(NC(=O)C2CCC(=O)N2)cc1C (stereo not given),-12,0,-1.8,-2,-1,-8,-5,19,-2,-23,3
COC(=O)c1sc(NC(=O)c2ccc(C)o2)nc1C,-7,10,3.2,-92,-1,-8,-24,-57,3,-84,-63
S=c1sc2ccccc2n1CCc1ccncc1,-1,-13,-2.1,-12,11,-26,-6,9,2,-16,6
Nc1c(Cl)cc(S(N)(=O)=O)cc1S(N)(=O)=O,-8,1,0.1,3,-8,-3,1,11,3,-1,-13
CCOC(=O)Nc1cc2c(c(N)n1)N=C(c1ccccc1)CN2,9,-9,0.3,-27,5,-2,-22,-22,-13,-32,-4
COc1ccc(/C=N/NC(=O)CN(C)C(=O)OCc2ccccc2)cc1OC,-5,-7,-1.4,8,-10,-1,2,-60,-7,6,8
COc1ccc(/C=N/NC(=O)c2ccncc2)c(OC)c1,-4,4,0.5,7,8,4,16,5,-3,19,-19
FC(F)(F)c1cc(-c2cccs2)nc(-n2cc(Br)cn2)n1,0,8,1.2,-14,-9,10,2,11,-1,-17,6
O=C(CSCc1c(F)cccc1Cl)NNC(=S)NC1CCCCC1,-2,-13,-0.9,1,-7,-1,18,6,20,15,7
O=C(/C=C/c1ccccc1)NCc1cccnc1,-6,-5,-1.0,-10,1,-7,13,0,-2,-10,-5
COc1cc(Br)c(C(C)NC(=O)c2ccc(C)cc2)cc1OC (stereo not given),-12,0,-1.4,-20,-2,10,2,14,1,8,-10
Nc1ccc2oc(-c3cc(Br)ccc3Cl)nc2c1,19,-5,6.0,.,3,15,.,20,-5,55,12
COc1ccc(NC(=S)NCCC(c2ccccc2)c2ccccc2)c(OC)c1,-1,2,-1.6,12,-2,2,26,-3,2,-6,5
Cc1ccc(NC(=O)COC(=O)C2C3CC4OC(=O)C2C4C3)cc1 (stereo not given),1,-7,-2.1,-1,6,-8,-8,-1,10,9,-32
O=C1CSC(=S)N1Nc1ccccc1,-6,-30,-2.9,-40,-1,22,-4,-11,-3,-13,-2
COc1ccc(NC(=S)N2CCN(C(=O)C3CCCO3)CC2)cc1 (stereo not given),4,1,-3.0,4,0,-1,-7,-14,9,2,1
CC(C)(C)[C@H]1C=C(C(=O)Nc2ccccc2)O[C@@H](OCc2ccc(CO)cc2)C1,-1,-7,-1.2,-6,8,2,-5,4,2,-10,-1
COc1ccc(OCC(=O)Nc2ccccc2C(=O)NC2CC2)cc1,4,0,-3.1,-14,-3,-1,-2,2,18,13,-13
C=CCn1c(COc2cccc(C)c2)nnc1SC(C)C(=O)NC1CC1 (stereo not given),1,3,-2.8,1,-7,6,-6,15,1,26,-11
Cc1c(C(=O)N(Cc2ccc(N(C)C)cc2)C2CCS(=O)(=O)C2)oc2ccccc12 (stereo not given),-3,3,-2.6,8,-6,1,-17,1,5,8,15
CC1=C(C)[N+](=O)C2CCCCC2N1[O-] (stereo not given),-12,8,0.5,-8,6,8,10,5,-1,11,-27
COc1ccc(OC)c(NC(=O)N2CCCC(CNS(=O)(=O)c3cccs3)C2)c1 (stereo not given),-11,8,-1.0,-7,7,-5,7,-5,-6,3,15
Cc1ccc(/C=C2\SC(=S)N(CCCC(=O)Nc3nccs3)C2=O)cc1,0,0,-1.7,17,2,21,11,11,-4,-2,-5
Cc1cccc(CN2C(=O)N/C(=C/c3ccc(C)s3)C2=O)c1,9,-4,9.2*,-19,7,2,0,10,-15,-4,-22
COc1ccccc1C1CCN(c2ccc([N+](=O)[O-])cn2)CC1,0,4,-0.8,10,-3,-9,14,15,7,-10,-3
CCO[C@@H]1OC(C(=O)O)=C[C@H](c2ccc(C(F)(F)F)cc2)[C@H]1CCCO,-4,-4,-0.4,-14,-7,2,-1,8,1,11,-2
Cc1cc(C)c(S(=O)(=O)c2ccccc2)c(N(C)C)n1,-1,-3,4.0,-7,5,-3,5,-1,4,-3,-28
Cc1ccc(S(=O)(=O)Cn2nnnc2C(c2ccc(F)cc2)N2CCC(C(N)=O)CC2)cc1 (stereo not given),7,1,0.5,5,8,2,-16,-5,23,-7,-12
CCN(CC)S(=O)(=O)c1ccc(C(=O)Nc2nnc(-c3ccco3)o2)cc1,-6,-5,-1.7,11,-1,-8,8,2,5,5,12
C#CC(CC)(CC)NC(=O)c1nn(-c2ccccc2Cl)c(C)cc1=O,-5,0,-0.9,-28,4,-9,21,-3,-2,12,-19
CN(CC(O)COc1c(F)cc(Br)cc1F)C1CCCCC1 (stereo not given),-9,0,-2.4,10,-11,1,3,10,4,8,12
CC(=O)Nc1ccc(S(=O)(=O)NCCc2ccc3c(c2)OCCO3)cc1,-13,-5,0.0,0,4,1,-8,5,4,5,-5
COCCCN(C(=O)CSCc1ccc(C)cc1)c1c(N)n(Cc2ccccc2)c(=O)[nH]c1=O,2,3,-3.0,-29,0,-2,4,17,6,7,-17
O=C(N/N=C/c1ccc(O)cc1)c1ccc(NC(=O)c2ccccc2Br)cc1,3,9,-2.4,-7,12,-37,-8,-14,0,5,0
COCCOC(=O)c1[nH]c2c(c1C)C(=O)CC(c1ccc(N(C)C)cc1)C2 (stereo not given),-7,15,-2.1,-13,-3,-16,-16,-10,10,-9,-15
Cc1cccc(-n2c(SCC(N)=O)nc3c(c2=O)C2(CCCCC2)Cc2ccccc2-3)c1,-10,4,2.9,-11,-7,0,-12,11,1,-2,-7

# 3 entries from above, sorted by the number in SRC2 inh, smallest number first:
compound	SRC2 inh
Cc1cccc(CN2C(=O)N/C(=C/c3ccc(C)s3)C2=O)c1	-19
CCO[C@@H]1OC(C(=O)O)=C[C@H](c2ccc(C(F)(F)F)cc2)[C@H]1CCCO	-14
CC(C)(C)[C@H]1C=C(C(=O)Nc2ccccc2)O[C@@H](OCc2ccc(CO)cc2)C1	-6

# An excerpt; the hit share may differ from the screen's.
